BAP1 block: blocks human BAP1 ubiquitin-AMC hydrolysis | actives 0.48% (n = 72,000) | recombinant BAP1, Ub-AMC hydrolysis fluorescence kinetic; stronger effect = lower value | AID 436 | activity remaining (% of control), % at 20 µM | Q92560;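 active = activity remaining at or below 50% of control, provided the compound also passes the data quality filters; inactive = the rest, including low values that fail the filters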;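 note: 100% = DMSO wells rate and 0% = substrate alone blank rate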
Target sequence (Q92560 whole entry, looked up): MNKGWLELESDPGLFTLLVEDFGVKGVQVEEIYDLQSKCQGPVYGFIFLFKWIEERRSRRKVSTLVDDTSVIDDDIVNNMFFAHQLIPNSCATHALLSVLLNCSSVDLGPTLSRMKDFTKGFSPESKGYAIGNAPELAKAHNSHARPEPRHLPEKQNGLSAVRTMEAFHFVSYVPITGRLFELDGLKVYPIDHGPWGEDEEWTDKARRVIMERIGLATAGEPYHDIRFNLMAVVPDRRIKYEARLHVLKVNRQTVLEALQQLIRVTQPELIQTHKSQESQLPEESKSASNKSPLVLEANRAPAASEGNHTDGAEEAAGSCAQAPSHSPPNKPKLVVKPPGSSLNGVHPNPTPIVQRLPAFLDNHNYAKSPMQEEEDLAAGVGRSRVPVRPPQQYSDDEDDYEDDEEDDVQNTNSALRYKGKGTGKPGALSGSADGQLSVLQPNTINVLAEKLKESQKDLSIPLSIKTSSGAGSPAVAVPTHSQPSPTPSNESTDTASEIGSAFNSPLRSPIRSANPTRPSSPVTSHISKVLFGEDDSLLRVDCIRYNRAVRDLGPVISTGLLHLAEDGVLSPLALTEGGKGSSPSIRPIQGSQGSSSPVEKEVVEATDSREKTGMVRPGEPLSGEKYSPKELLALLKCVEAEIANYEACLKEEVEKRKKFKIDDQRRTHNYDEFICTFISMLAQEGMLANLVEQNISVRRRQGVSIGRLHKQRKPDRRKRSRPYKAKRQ
HePTP inh: inhibitors of human HePTP phosphatase; inhibition, % at 20 µM; actives 0.64% (n = 110,000); recombinant HePTP phosphatase activity, OD absorbance; AID 521; in the data active = inhibition above about 50%;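 note: plate controls were vehicle for no effect and reference inhibitor for full effect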
Target sequence (P35236 whole entry, looked up): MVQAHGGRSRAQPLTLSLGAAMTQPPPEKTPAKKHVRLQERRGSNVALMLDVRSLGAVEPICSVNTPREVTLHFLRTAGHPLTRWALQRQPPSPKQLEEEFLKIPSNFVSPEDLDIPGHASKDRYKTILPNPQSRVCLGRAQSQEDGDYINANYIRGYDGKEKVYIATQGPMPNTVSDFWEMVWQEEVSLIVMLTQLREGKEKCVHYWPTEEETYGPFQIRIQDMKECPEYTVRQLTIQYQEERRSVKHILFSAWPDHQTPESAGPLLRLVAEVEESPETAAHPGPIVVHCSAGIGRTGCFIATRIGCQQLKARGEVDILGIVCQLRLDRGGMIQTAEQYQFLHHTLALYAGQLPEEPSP
* marks the source's active call; other numbers are inactive results; . = not tested or not shown; & = joins results of further samples.

Order of results: HePTP inh	BAP1 block
- Cc1ccc(OCC(=O)Nc2cc(C)cc(C)c2)cc1
  5	.
- CC(C)(C)C1CCc2c(sc(NC(=O)c3cc(C4CC4)on3)c2C#N)C1 (stereo unspecified)
  6	51
- CN(C)c1ccc(-c2ccccc2)nn1
  -3	106
- Clc1ccc(-c2nn3c(Cn4cnc5ccccc54)nnc3s2)c(Cl)c1
  8	86
- COc1ccccc1NC(=O)C(C)Sc1nnnn1C (stereo unspecified)
  10	93
- COc1ccc2nc(NC(=O)COc3ccccc3Cl)sc2c1
  -5	.
- Cn1c(=O)c2c(SCc3ccccn3)nc(C3CC3)nc2n(C)c1=O
  4	95
- O=C(/C=C/NNC(=O)c1ccccc1)c1ccc(Br)cc1
  8	.
- CCc1cc(C(=O)N/N=C/c2ccc(OC)c(O)c2)c2ccccc2n1
  -9	.
- COC(=O)c1ccccc1NC(=O)c1ccc[n+]([O-])c1
  -1	.
- O=C(c1ccc(CS(=O)(=O)c2cccc(C(F)(F)F)c2)o1)N1CCN(c2ccccn2)CC1
  8	101
- O=c1cc(-c2ccccc2)c2ccc(OCc3ccccc3F)cc2o1
  1	.
- CCc1c(C)sc(NC(=O)c2c(-c3ccccc3Cl)noc2C)c1C(N)=O
  -4	.
- Cc1ccc(-c2nc(N/N=C/c3ccncc3)c3ccccc3n2)cc1
  8	.
- Cn1cc(Br)cc2nc(C(F)(F)F)nc1-2
  7	146
- COC(=O)c1cc(OC)cc([N+](=O)[O-])c1
  12	.
- CCOc1ccccc1N1CCN(C(=O)c2ccncc2)CC1
  -1&5	110
- Cc1cccc(OCC(=O)Nc2ccc(OCc3ccccc3)cc2)c1C
  5	.
- O=c1cc(-c2ccccc2)[nH]n1-c1nc2ccccc2s1
  -1	85
- Cn1c(SCC(=O)Nc2ccccc2F)nnc1-c1ccc(S(=O)(=O)N2CCOCC2)cc1
  7	101
- COc1ccc(C(C(=O)OCCN(C)C)c2ccccc2)cc1 (stereo unspecified)
  -2	96
- Cc1cccnc1N(C(=O)Nc1ccccc1)C1=NCC(C)(C)S1
  2	88
- O=C(Oc1ccc(OC(=O)N2CCOCC2)cc1)c1ccccc1
  6	126
- CC1=C(C(=O)OCc2ccccc2)C(c2ccoc2)C(C#N)=C(N)O1 (stereo unspecified)
  5	80
- COc1ccc(C2/C(=C(\O)c3ccc(Cl)cc3)C(=O)C(=O)N2c2cccnc2)cc1 (stereo unspecified)
  -3	.
- Cc1cc(C)nc(SCc2nnc(SCC(=O)N3CCOCC3)o2)n1
  0	97
- N#CC(Cc1ccc(O)c(O)c1)C(=O)N1CCc2ccccc21 (stereo unspecified)
  .	86
- Cc1ccc2c(c1NC(=O)c1ccc(-c3ccccc3)cc1)C(=O)c1ccccc1C2=O
  2	.
- COc1ccccc1NC(=O)N(Cc1ccco1)Cc1cc2ccc(C)c(C)c2[nH]c1=O
  9	72
- COC(=O)c1ccc2nc(NC(=O)CN3C(=O)CCC3=O)sc2c1
  9	103

Given bar-delimited: two of the compounds above.
Molecule | HePTP inh | BAP1 block
Cn1c(SCC(=O)Nc2ccccc2F)nnc1-c1ccc(S(=O)(=O)N2CCOCC2)cc1 | 7 | 101
N#CC(Cc1ccc(O)c(O)c1)C(=O)N1CCc2ccccc21 (stereo unspecified) | . | 86

(cont.)
Order of results: HePTP inh	BAP1 block
- O=C(CSc1nc2ccccc2s1)NC(=O)NCc1ccco1
  5	80
- CCOP(=O)(OCC)C(Nc1ccc([N+](=O)[O-])cc1)c1c[nH]c2ccccc12 (stereo unspecified)
  6	.
- COc1ccc(OC)c(N(CC(=O)N2CCc3ccccc3C2)S(=O)(=O)c2ccccc2)c1
  5	.
- CSC1=C(C#N)C(c2ccc(Br)cc2)CC(=O)N1 (stereo unspecified)
  11	.
- O=C(COc1cccc2ccccc12)N1CCN(c2ccccn2)CC1
  -8	85
- Cc1ccc(C(=O)N2CCC(C)CC2)cc1
  .	202
- Cc1oc(C(C)(C)C)cc1C(=O)NCC(=O)NCC(=O)O
  3	99
- CC1CN(C(=O)c2cc3c(=O)n4ccccc4nc3s2)CC(C)O1 (stereo unspecified)
  11	120
- Cc1onc(-c2ccccc2Cl)c1C(=O)N1CCCc2ccccc21
  9&-4	93
- NC1=NC(=O)/C(=C/c2ccc(OC(=O)c3ccco3)cc2)S1
  17	.
- O=C(CSc1nnc(Cc2ccccc2)o1)c1ccc(Cl)cc1
  6	.
- C/C(=N\N1CCN(Cc2ccccc2)CC1)c1ccco1
  -10	.
- CCOC(=O)c1ccc(NC(=O)CCNC(=O)c2ccccc2NC(=O)c2ccc(OC)cc2)cc1
  7	.
- O=C(c1ccco1)N1CCN=C1SCc1ccccc1F
  7	100
- Cc1cccc(-n2ccnc2SCC(=O)Nc2nccs2)c1
  0	92
- O=C(Nc1cccc(C(F)(F)F)c1)c1cccc(N2C(=O)c3ccccc3C2=O)c1
  -11	.
- Cc1ccc2c(nc3s/c(=C/c4cc5c(cc4Br)OCO5)c(=O)n32)c1C
  5	.
- O=C(O)CSc1nnc(-c2ccccc2O)n1Cc1ccccc1
  7	102
- O=C(CC1(O)C(=O)Nc2ccccc21)c1ccccc1 (stereo unspecified)
  2	101
- O=C1NC(=O)N(c2ccc(Cl)cc2)C(=O)/C1=C\c1ccc(N2CCCC2)cc1
  4	.
- O=C(Nc1ccccc1-c1ccccc1)c1cnccn1
  6	101
- Cc1c(C(=O)NCCc2ccccc2)cccc1[N+](=O)[O-]
  -6	.
- CCn1c(=O)c(C2=NS(=O)(=O)c3ccccc3N2)c(O)c2ccccc21
  -6	74
- Cc1nc2cc(Cl)c(Cl)cc2nc1C
  -10	85
- O=c1c(F)cn(C2CCCO2)c(=O)n1Cc1c(F)cccc1Cl (stereo unspecified)
  1	115
- CSc1ccccc1NC(=O)c1c(F)cccc1F
  4	.
- CCOc1cc(/C=N/n2cnnc2)ccc1OCCOc1ccc(C(C)CC)cc1 (stereo unspecified)
  7	.
- O=C(Oc1cccc(Br)c1)c1cccnc1
  -5	74
- Cc1ccc([N+](=O)[O-])cc1NC(=O)C12CC3CC(CC(C3)C1)C2
  -10	192
- CCCn1nnc(NC(=O)c2cccc(OCC(C)C)c2)n1
  5	.
- Cc1cc(C)c2nc(N3CCCN(C(=O)c4cnccn4)CC3)c(C#N)cc2c1
  1	99
- CCc1nc(SCc2cccnc2)c(C#N)cc1C
  5	124
- CCN(CC)c1ccc2cc(C(=O)Nc3ccccn3)c(=O)oc2c1
  12	125
- CCOC(=O)CSc1nnnn1-c1cc(OC)ccc1OC
  -1	95
- CCOC(=O)N1CCN(C(=O)COc2ccc3c(c2)C(=O)CC2(CCN(C(C)=O)CC2)O3)CC1
  6	.
- O=C(Nc1ccc(Cl)cc1C(=O)NCC1CCCO1)c1ccco1 (stereo unspecified)
  11	85
- Cc1ccc2c(c1)c1ncnc(N3CCOCC3)c1n2C
  4	476
- COc1ccccc1C(=O)NNC(=O)COc1ccc(Cl)cc1Br
  2	.
- O=C(O)c1cc2c(s1)-c1ccccc1OC2
  6	.
- Cc1cc(=S)[nH]c2ccccc12
  -5	90
- O=C(c1cc(F)c(F)cc1Cl)N1CCN(c2cc(N3CCCCC3)c(F)cc2[N+](=O)[O-])CC1
  6	.
- COCc1cc(C)nc(NNC(=S)Nc2ccccc2)c1C#N
  -7	.
- COc1ccc(NC(=O)c2c(OC)cccc2OC)c(OC)c1
  0&-8	101
- CC1=C(C(=O)OCCc2ccccc2)C(c2cc3c(cc2Br)OCO3)NC(=O)N1C (stereo unspecified)
  .	103
- CCC(Oc1ccccc1)C(=O)Nc1sc(C)c(C)c1C#N (stereo unspecified)
  -7	.
- COc1ccccc1CNC(=O)COc1ccc2ccccc2c1
  -21	.
- O=c1[nH]c(Nc2nc3ccccc3o2)nc(O)c1Cc1ccccc1
  -16	.
- CC(C)COc1ccc(C(=O)N/C(=C/c2ccccc2)C(=O)NCC(=O)OCc2ccccc2)cc1
  1	.
- CCC(=O)N1CCCc2cc(S(=O)(=O)N3CCN(C4CCCCC4)CC3)ccc21
  0	83
- Cc1cccc(NC(=O)N2CCC(NC(=O)c3ccccc3C)CC2)c1
  5	110
- Cc1nnc(N/N=C/c2cccc(Br)c2)[nH]c1=O
  -11	.
- Nc1ccccc1Nc1c([N+](=O)[O-])c(=O)oc2ccccc12
  .	112
- CN(C)S(=O)(=O)c1cccc(C(=O)OCC(=O)Nc2sccc2C(N)=O)c1
  -6	94
- COc1ccc(C(CC(=O)O)CC(=O)O)cc1OC
  5	.
- Oc1cc(Cc2ccccc2)cnc1CN1CCCCC1
  6	91
- COc1cccc(CN(C)C(=O)c2ccc(S(=O)(=O)N3CCCC3)cc2)c1OC
  2	106
- c1ccc(-c2ncnc3nc4n(c23)CCC4)cc1
  3	113
- O=C1C2ON(c3ccc(Cl)cc3)C(c3cccs3)C2C(=O)N1c1cccc(C(F)(F)F)c1 (stereo unspecified)
  -6	.
- Cc1ccc2c(CC(=O)N3CCN(S(=O)(=O)c4ccc5c(c4)OCCO5)CC3)coc2c1
  7	66
- O=C(CCC1CCCC1)N1CCN(C(=O)COc2ccccc2)CC1
  4	96

Looked up above.
HePTP inh result of Cc1ccc2c(c1NC(=O)c1ccc(-c3ccccc3)cc1)C(=O)c1ccccc1C2=O reads 2
BAP1 block result of COc1cccc(CN(C)C(=O)c2ccc(S(=O)(=O)N3CCCC3)cc2)c1OC reads 106
HePTP inh result of COc1ccc(C2/C(=C(\O)c3ccc(Cl)cc3)C(=O)C(=O)N2c2cccnc2)cc1 (stereo unspecified) reads -3

Record cards, as listed above. Values in the order: HePTP inh | BAP1 block
COc1ccccc1CNC(=O)COc1ccc2ccccc2c1 in the list: -21 | .
O=c1[nH]c(Nc2nc3ccccc3o2)nc(O)c1Cc1ccccc1 in the list: -16 | .

The list continues:
Order of results: HePTP inh	BAP1 block
- CCOC(=O)C(=O)N1CCN(c2ccccc2OC)CC1
  -1	.
- Cn1c(C(=O)N2CCN(c3ccccn3)CC2)cc2c(=O)n(C)c3ccccc3c21
  -12	96
- Cc1ccc(N2C(=O)/C(=C/c3ccc(Oc4ccc([N+](=O)[O-])cn4)cc3)C(=O)NC2=S)c(C)c1
  -4	.
- NC(=O)SCC(=O)Nc1ccc(Cl)cc1
  1&0	96
- COc1cccc(/C=C(\C#N)c2nc3ccc(C)cc3[nH]2)c1OCC(=O)O
  5	.
- COC(=O)CSc1nc(N)c(C#N)c(C(C)C)c1C#N
  10	83
- CC(C)C(C)(O)C#CCN1CCOCC1 (stereo unspecified)
  .	86
- COc1ccc(CCNC(=O)CSc2nnc(-c3ccc(F)cc3)o2)cc1OC
  4	92
- CC1(C)Cc2ccccc2-c2nnc(SCC(=O)Nc3nc4ccccc4s3)n21
  3	311
- O=C(Nc1ccc(Cl)cn1)C(c1ccccc1)c1ccccc1
  -2	.
- C[N+]1=C2CCCCCN2C(O)(c2ccccc2)C1 (stereo unspecified)
  7	87
- COc1ccc(C2CC(C(F)(F)F)n3nc(C(N)=O)c(Cl)c3N2)cc1OC (stereo unspecified)
  5&-3	114
- O=C(Nc1ccc(-c2nc3ccccc3o2)cc1)c1cccs1
  5	.
- Cc1c(F)cccc1NS(=O)(=O)c1ccccc1C#N
  4	.
- CCOC(=O)C(C(=O)Nc1cccc(C)n1)C1CCCCC1 (stereo unspecified)
  8	.
- CC1(C)CC(=O)C=C(Nc2ccccn2)C1
  0	96
- Cc1ccc(Cn2nnc3c(=O)n(CC(=O)c4ccccc4)cnc32)cc1
  3	94
- O=c1c2c(nc3cc(-c4ccc(I)cc4)[nH]n13)CCS2
  13	.
- COc1ccc(N2C3=[N+](CC2(C)O)c2ccccc2CC3)cc1 (stereo unspecified)
  8	90
- O=C(Nc1ccccc1)c1cccc(S(=O)(=O)Nc2ccccn2)c1
  -9	.
- O=C(NCc1ccccc1)c1ccc(Cl)c(S(=O)(=O)N2CCCCC2)c1
  -15	.
- COc1cccc(C2NC(=O)NC(C)=C2C(=O)Nc2ccccc2Cl)c1 (stereo unspecified)
  -15	.
- CCN(CC)c1ccc(/C=C2/C(=O)NN(c3ccccc3)C2=O)cc1
  5	.
- Cc1cccc(N2C(=O)CC(n3c(C)nc4ccccc43)C2=O)c1 (stereo unspecified)
  3	.
- COCC(=O)N(C)c1nnc(-c2cnc(C)cn2)s1
  6	76
- CC1CCCCC1NC(=O)C1CCN(S(=O)(=O)c2ccc3c(c2)CCC(=O)N3)CC1 (stereo unspecified)
  6	105
- COc1cc(Br)cc(CN2CCN(C=O)CC2)c1O
  5	98
- O=C(NCN1CCCCC1)c1cnccn1
  8	95
- COc1ccc(N2C(=O)NC(=O)/C(=C/c3cccc(OCCOc4ccccc4)c3)C2=O)cc1
  1	.
- CC(=O)Nc1ccc(C(=O)CSc2nnc3scc(-c4ccccc4)n23)cc1
  11	58
- Cc1ccc2nc(N3CCN(C)CC3)c(C#N)cc2c1
  6	109
- O=C(CN1C(=O)CCC1=O)Nc1nc(-c2ccccn2)cs1
  -5	94
- CCOC(=O)c1c(C)n(CCc2ccc(OC)c(OC)c2)c2ccc(OC)cc12
  0	.
- O=C(COC(=O)c1ccccc1NC(=O)c1ccccc1)c1ccc(Br)cc1
  13	.
- COCCN1C(=O)C(=O)/C(=C(/O)c2ccccc2)C1c1ccccc1OC (stereo unspecified)
  7	.
- O=C(C/C(=N/O)c1ccccc1O)C(F)F
  5	85
- COc1ccc(/C=C(\NC(=O)c2ccccc2Br)C(=O)O)cc1
  10	.
- CNC(=O)C(=O)Nc1ccc(Oc2ccccc2)cc1
  2	.
- Cc1cccc(C(=O)O/N=C(\N)c2ccc(Cl)cc2)c1
  9	.
- CC1(C)Cc2nc3sc4c(N(CCO)CCO)ncnc4c3cc2CO1
  8	120
- O=C(COc1ccc(Cl)cc1Cl)NS(=O)(=O)c1ccccc1
  1	.
- O=C(Nc1ccc(S(=O)(=O)NCc2ccccc2)cc1)Nc1ccc2c(c1)OCO2
  -2	54

From PubChem
